Source: PubChem
Cav3 T inh = inhibitors of human Cav3.2 T-type calcium channel. O95180. Cav3.2-expressing cells, Fluo-4 calcium fluorescence FDSS; stronger effect = lower value. B-score at 10 µM. 100,000 tested, 4% active;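 active means single-dose well whose peak fluorescence ratio is a statistical outlier from its plate by either plate-standardised score or position-corrected B-score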
Target sequence (O95180 whole entry, looked up): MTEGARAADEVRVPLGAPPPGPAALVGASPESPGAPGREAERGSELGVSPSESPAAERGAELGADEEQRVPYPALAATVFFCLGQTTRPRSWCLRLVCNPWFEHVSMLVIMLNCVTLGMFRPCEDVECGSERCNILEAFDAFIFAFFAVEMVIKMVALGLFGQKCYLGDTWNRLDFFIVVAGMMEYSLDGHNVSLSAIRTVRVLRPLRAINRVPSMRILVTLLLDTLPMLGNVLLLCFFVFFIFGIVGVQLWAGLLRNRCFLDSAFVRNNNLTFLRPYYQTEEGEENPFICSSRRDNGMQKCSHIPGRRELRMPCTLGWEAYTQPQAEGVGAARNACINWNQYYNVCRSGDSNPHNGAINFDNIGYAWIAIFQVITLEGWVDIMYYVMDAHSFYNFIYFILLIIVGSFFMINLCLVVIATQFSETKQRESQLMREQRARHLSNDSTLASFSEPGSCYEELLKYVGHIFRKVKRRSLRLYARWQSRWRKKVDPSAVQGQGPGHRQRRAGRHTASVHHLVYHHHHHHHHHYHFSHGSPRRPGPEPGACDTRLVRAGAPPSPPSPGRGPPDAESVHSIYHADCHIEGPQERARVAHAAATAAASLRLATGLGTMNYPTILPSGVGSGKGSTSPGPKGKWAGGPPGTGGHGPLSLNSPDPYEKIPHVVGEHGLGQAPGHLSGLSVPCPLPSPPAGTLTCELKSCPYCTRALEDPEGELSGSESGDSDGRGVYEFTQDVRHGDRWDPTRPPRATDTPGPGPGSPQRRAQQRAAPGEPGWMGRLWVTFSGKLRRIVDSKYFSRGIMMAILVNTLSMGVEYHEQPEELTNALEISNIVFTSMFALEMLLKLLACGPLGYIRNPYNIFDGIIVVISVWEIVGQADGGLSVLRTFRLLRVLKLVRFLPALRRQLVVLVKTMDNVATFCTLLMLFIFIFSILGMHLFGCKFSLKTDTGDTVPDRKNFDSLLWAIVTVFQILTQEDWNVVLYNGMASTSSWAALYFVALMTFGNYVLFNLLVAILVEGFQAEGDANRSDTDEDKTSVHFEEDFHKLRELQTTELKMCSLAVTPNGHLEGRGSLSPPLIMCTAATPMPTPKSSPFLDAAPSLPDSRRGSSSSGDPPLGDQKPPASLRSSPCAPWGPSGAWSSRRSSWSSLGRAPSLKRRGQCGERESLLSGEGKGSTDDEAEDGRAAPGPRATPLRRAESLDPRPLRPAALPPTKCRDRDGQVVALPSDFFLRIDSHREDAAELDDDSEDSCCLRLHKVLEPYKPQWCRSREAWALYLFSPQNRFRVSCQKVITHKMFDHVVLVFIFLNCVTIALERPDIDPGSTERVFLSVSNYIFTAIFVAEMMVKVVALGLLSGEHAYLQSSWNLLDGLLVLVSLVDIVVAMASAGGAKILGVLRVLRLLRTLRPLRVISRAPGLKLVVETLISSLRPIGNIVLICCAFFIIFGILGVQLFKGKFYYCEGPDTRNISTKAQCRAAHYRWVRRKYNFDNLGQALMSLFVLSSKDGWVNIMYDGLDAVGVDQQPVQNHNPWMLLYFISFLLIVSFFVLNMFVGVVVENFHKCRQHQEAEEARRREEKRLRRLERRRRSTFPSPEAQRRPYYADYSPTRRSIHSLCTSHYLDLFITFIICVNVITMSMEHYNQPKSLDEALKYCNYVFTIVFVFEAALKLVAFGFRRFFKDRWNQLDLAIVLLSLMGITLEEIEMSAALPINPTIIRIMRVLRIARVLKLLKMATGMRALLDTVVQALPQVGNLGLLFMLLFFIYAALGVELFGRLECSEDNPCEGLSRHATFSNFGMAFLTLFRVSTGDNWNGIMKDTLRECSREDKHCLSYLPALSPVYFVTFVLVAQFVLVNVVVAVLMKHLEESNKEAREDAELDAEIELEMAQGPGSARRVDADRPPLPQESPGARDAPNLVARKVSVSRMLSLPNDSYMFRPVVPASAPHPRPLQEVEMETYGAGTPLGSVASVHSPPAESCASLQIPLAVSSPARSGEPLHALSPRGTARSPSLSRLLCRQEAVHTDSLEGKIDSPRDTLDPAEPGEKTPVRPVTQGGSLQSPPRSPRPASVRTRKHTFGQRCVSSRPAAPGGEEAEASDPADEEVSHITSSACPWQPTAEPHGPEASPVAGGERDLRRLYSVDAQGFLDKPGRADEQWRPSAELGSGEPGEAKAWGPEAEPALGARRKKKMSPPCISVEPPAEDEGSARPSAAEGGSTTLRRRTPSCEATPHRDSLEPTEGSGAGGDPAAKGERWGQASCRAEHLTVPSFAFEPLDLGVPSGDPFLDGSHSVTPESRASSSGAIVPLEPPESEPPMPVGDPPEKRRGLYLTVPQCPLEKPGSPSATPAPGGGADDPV
Numbers without * were called inactive. A portion of the library (hit frequency here may not be typical).

SMILES | Cav3 T inh
COCCn1c(SCC(=O)Nc2nnc(C)s2)nnc1-c1c[nH]c2ccccc12 | 0.066
COc1cc2c(=O)n(-c3ccc(C)cc3)c(=O)n(CC(=O)c3ccc4c(c3)OCO4)c2cc1OC | 0.014
CCOC(=O)c1c(C)[nH]c(C(=O)OCC(=O)N2CCc3ccccc32)c1C | 0.35
CCOC(=O)C(C)Sc1nc(N)c(NC(=O)c2ccc(OC)c(OC)c2)c(=O)[nH]1 (stereo unspecified) | -0.1
O=C(CSc1ccc2c(c1)OCCO2)NCc1ccco1 | -2.5
O=c1oc(-c2cc3ccccc3o2)nc2sc3c(c12)CCCC3 | -1.2
COc1ccccc1NS(=O)(=O)N(C)C | 0.26
O=C(CN1CCc2ccccc2C1)Nc1ccccc1N1CCCCCC1 | -3.3*
COc1nc(C)ccc1-c1noc(-c2ccncc2)n1 | -0.18
CC1=NN(c2ccc(C)c(C)c2)C(=O)C1C(c1cccc(O)c1)C1C(=O)N(c2ccc(C)c(C)c2)N=C1C (stereo unspecified) | -3.3
COc1ccc(-c2nnc(SCc3cccc(C)c3)n2N)cc1 | 0.45
N=c1sc2ccccc2n1-c1ccccc1 | 0.33
Cc1ccc(S(=O)(=O)CNC(=S)c2ccc3ccccc3c2)cc1 | -0.39
CN(C1CCCCC1)S(=O)(=O)c1ccc2c(c1)c(=O)c(C(=O)NCCN1CCCC1)cn2C | 0.87
CC1(C)Oc2ccc(C(=O)N3CCc4ccccc43)cc2N(CC(=O)N2CCCC2)C1=O | 2.1
CCN(CC)S(=O)(=O)c1cccc(-c2nnc(SC(C)C#N)n2Cc2ccccc2)c1 (stereo unspecified) | -0.11
CN(CC(=O)O)S(=O)(=O)c1ccc(F)cc1 | 0.058
COC(=O)C1CCN(C(=O)COC(=O)CC(NC(C)=O)c2ccccc2)CC1 (stereo unspecified) | -0.025
O=C(COc1ccccc1)Nc1nnc(-c2ccccc2)o1 | -0.73
O=C(CN1C(=O)c2ccccc2C1=O)N1CCN(c2ccccc2)CC1 | 0.42
C(=N\n1cnnc1)/c1ccc(N2CCOCC2)s1 | 0.29
Cc1ccc(-n2c(C)cc(/C=N/NC(=O)c3ccc(CN4CCOCC4)cc3)c2C)cc1 | -0.83
COCc1nc(-c2ccc(-c3ccc(OC)cc3)nc2OC)no1 | -1.3
CCOC(=O)CCC(=O)NCc1ccc2[nH]c(C)cc2c1 | 0.017
CCOc1ccc(-n2c(Cc3cc(=O)[nH]c(=O)[nH]3)nnc2SC(C)C)cc1 | 0.8
COc1ccc(Cn2c(CCC(=O)Nc3ccccc3)nc3cccnc32)cc1 | 1.9
CC(C)c1ccc(NC(=O)CCNS(=O)(=O)c2cccc3nonc23)cc1 | -3.3
CC(=O)Nc1ccc(NC(=S)Nc2ccccc2)cc1 | 0.33
Cc1nnc(SCC(=O)NCc2ccc3c(c2)OCO3)s1 | 0.44
Cc1c(Cc2ccccc2)c(=O)oc2c(C)c(OCc3nn[nH]n3)ccc12 | -3.6
CC(CN(C)Cc1ccccc1)OC(=O)C1COc2ccccc2O1 (stereo unspecified) | -0.41
O=C(CSc1n[nH]c(-c2ccccc2Br)n1)NC(=O)NCc1ccco1 | -1
CC(Nc1nc(-c2ccc(F)cc2)cs1)c1nc2cc(C(F)(F)F)ccc2n1CCCO (stereo unspecified) | -2.2
COc1cc(C(=O)Nc2cnc(NC(=O)C(C)C)cc2C)cc(OC)c1OC | -0.16
COc1ccc(CCC(=O)Nc2nc3ccccc3[nH]2)cc1 | 1.4
Cn1c(=O)c2c(nc(SCC(=O)Nc3ccccc3N3CCCCC3)n2C)n(C)c1=O | -0.94
CC1CCN(CC(=O)c2c[nH]c3ccccc23)CC1 | -0.11
O=S(=O)(c1ccc(Cl)cc1Br)N1CCCCC1 | -0.092
Cc1ccc(N2C(=O)C3ON(c4ccccc4)C(c4ccncc4)C3C2=O)cc1 (stereo unspecified) | -0.6
CC1=C(C(=O)OCc2ccccc2)C(c2cccnc2)n2ncnc2N1 (stereo unspecified) | -0.28

Reprinted from the part before: 3 entries, followed by the next part.
SMILES | Cav3 T inh
O=S(=O)(c1ccc(Cl)cc1Br)N1CCCCC1 | -0.092
Cc1ccc(N2C(=O)C3ON(c4ccccc4)C(c4ccncc4)C3C2=O)cc1 (stereo unspecified) | -0.6
CC1=C(C(=O)OCc2ccccc2)C(c2cccnc2)n2ncnc2N1 (stereo unspecified) | -0.28
CCCc1cc(=O)oc2cc(C)cc(OCc3nn[nH]n3)c12 | 0.14
Cc1ccc(OCCC(=O)Nc2c(C)n(C)n(-c3ccccc3)c2=O)cc1 | 0.34
O=c1c2ccccc2ncn1Cc1ccco1 | 0.62
COc1ccc(CCN2CC34C=CC(O3)C(C(=O)NCc3ccccc3Cl)C4C2=O)cc1OC (stereo unspecified) | 0.81
CC1CCN(C(=O)C(C)Sc2nc(-c3ccccc3)cc(C(F)(F)F)n2)CC1 (stereo unspecified) | -3.7
O=C(CN1CCCC1)N1c2ccccc2Sc2ccccc21 | 0.52
CC1=NC(Nc2nc(C)c3ccccc3n2)=NC(C)(C)C1 | -0.096
Cc1ccc(NC(=S)NCCc2c[nH]c3ccccc23)cc1 | -3.8
CC1(C)SC2c3ccccc3C(=O)N2[C@@H]1C(=O)NCCCN1CCOCC1 (stereo partly specified) | 0.93
CC(=O)c1ccc(NC(=O)Nc2ccc3c(c2)N(C)C(=O)CS3)cc1 | -0.13
CC(=Nc1ccccc1)c1sc2ccccc2c1O | -1.6
CCn1c(SCC(=O)Nc2nonc2C)nnc1-c1ccoc1C | 0.87
Cc1ccc(NC(=O)CS(=O)CC(=O)NC(C)CCc2ccco2)cc1Cl (stereo unspecified) | -0.52
O=CN1CCc2scc[n+]2-c2ccccc21 | -0.36
O=C(Nc1ccccc1)C12CC3CC(C1)CC(n1cnc([N+](=O)[O-])n1)(C3)C2 | 1.9
Cc1cc(Nc2nc3ccccc3[nH]c2=O)n(-c2ccccc2)n1 | 0.45
O=C(NC(Nc1nc2ccccc2s1)(C(F)(F)F)C(F)(F)F)c1ccccc1 | -2.6
CCN(CC)c1ccc(C2C3CCCCC3(O)CCN2CC(=O)N2CCCCC2)cc1 (stereo unspecified) | -0.062
CC(C)C(=O)c1cn(CC(=O)N2CCCc3ccccc32)c2ccccc12 | -1.8
CCc1cc(C)c(O)c(CC)n1 | -0.43

Grouped by structure, the compounds so far containing an aryl thioether with sulfur outside any ring.
SMILES | Cav3 T inh
COCCn1c(SCC(=O)Nc2nnc(C)s2)nnc1-c1c[nH]c2ccccc12 | 0.066
CCOC(=O)C(C)Sc1nc(N)c(NC(=O)c2ccc(OC)c(OC)c2)c(=O)[nH]1 (stereo unspecified) | -0.1
O=C(CSc1ccc2c(c1)OCCO2)NCc1ccco1 | -2.5
COc1ccc(-c2nnc(SCc3cccc(C)c3)n2N)cc1 | 0.45
CCN(CC)S(=O)(=O)c1cccc(-c2nnc(SC(C)C#N)n2Cc2ccccc2)c1 (stereo unspecified) | -0.11
CCOc1ccc(-n2c(Cc3cc(=O)[nH]c(=O)[nH]3)nnc2SC(C)C)cc1 | 0.8
Cc1nnc(SCC(=O)NCc2ccc3c(c2)OCO3)s1 | 0.44
O=C(CSc1n[nH]c(-c2ccccc2Br)n1)NC(=O)NCc1ccco1 | -1
Cn1c(=O)c2c(nc(SCC(=O)Nc3ccccc3N3CCCCC3)n2C)n(C)c1=O | -0.94
CC1CCN(C(=O)C(C)Sc2nc(-c3ccccc3)cc(C(F)(F)F)n2)CC1 (stereo unspecified) | -3.7
CCn1c(SCC(=O)Nc2nonc2C)nnc1-c1ccoc1C | 0.87

Other results
SMILES | Cav3 T inh
COC(=O)c1[nH]c2cc(C)ccc2c1NC(=O)CN1CCN(c2ccccc2OC)CC1 | -1.4
OC(CNc1ccccc1)COc1ccc(OCC(O)CNc2ccccc2)cc1 (stereo unspecified) | -0.45
COC(=O)c1sc(NC(=O)C2CCCO2)c(C(=O)OC)c1C (stereo unspecified) | -0.11
Cc1ccc(S(=O)(=O)N2CCC(=O)N(CCOC(=O)Nc3cccc(Cl)c3)CC2)cc1 | -0.46
CCC(C)(C(=O)Nc1ccc2c(c1)OCCO2)N(C(C)=O)c1ccc(C(N)=O)cc1 (stereo unspecified) | -0.88
O=C(NCCNC(=O)C(F)(F)F)c1ccncc1 | -0.55
O=C(COc1cccc2ccccc12)NNC(=O)C1CCCO1 (stereo unspecified) | -0.9
COc1cc(C(=O)OC2CC3CCC2(C)C3(C)C)ccc1OC(C)=O (stereo unspecified) | -1.2
CC1(C)CC(N2CN(C3CCCCC3)CC2=O)CC(C)(C)N1 | 0.72
Cc1ccc(C2C(C=Nc3c(C)n(C)n(-c4ccccc4)c3=O)=C(c3ccccc3)Oc3ccccc32)cc1 (stereo unspecified) | -1.1
CCn1cc(Cl)c(C(=O)Nc2nc3ccccc3n2CCN2CCCCC2)n1 | -2.4
COc1ccc(Oc2nc3ccccc3nc2C(F)(F)F)cc1 | -0.048
COC(C[C@@H]1O[C@H]1[C@H](O)[C@@H](C)OCc1ccccc1)OC | -0.026
COc1cc(CC(=O)Oc2ccc3c(c2)OCO3)cc(OC)c1OC | 0.061
Cc1ccc(Nc2c(N)c(=O)oc3ccccc23)cc1 | -3.1
CC(=O)CC(=O)Nc1ccn(-c2ccccc2)n1 | 0.47
COc1ccc(Cl)cc1N1C(=O)C2CCCN2C1c1ccc(F)cc1 (stereo unspecified) | 1.2
Nc1cc(OC(=O)c2cccs2)nn1S(=O)(=O)c1ccc(F)cc1 | 0.28
O=C1CC(c2ccco2)CC(O)=C1C=NCCN1CCNCC1 (stereo unspecified) | 0.43
O=C(c1sc2ccccc2c1Cl)N(Cc1ccccc1Cl)C1CCS(=O)(=O)C1 (stereo unspecified) | -1.7
Cc1cccc(-n2ncc3c(N)ncnc32)c1 | 0.14
CC1=C(C(N)=O)C(c2cccc(OCc3ccccc3)c2)n2nnnc2N1 (stereo unspecified) | -0.89
Cc1cc(C)nc(N(C#N)CN2C(=O)c3ccccc3C2=O)n1 | 0.02
Clc1ccc(CCNc2nc3ccccc3s2)cc1 | -1
O=C(CCN1C(=O)C2C3C=CC(C3)C2C1=O)N1CCN(c2ccccc2Cl)CC1 (stereo unspecified) | 0.75
O=C1C(Cl)=C(Nc2ccccc2O)C(=O)N1c1ccccc1 | -1.1
Cc1ccccc1C(=O)NC(C)c1ccc2c(c1)CCCC2 (stereo unspecified) | -3.1
CCCCN(C)C(=O)C1CCN(Cc2ccc(OCc3ccccc3)cc2)CC1 | -3.6*
COc1ccc(Nc2cc(C)nc3nc(C)nn23)cc1Cl | 0.17
CCOC(=O)C1=NN(c2ccccc2)C(=O)/C1=C\c1ccc(N(C)C)cc1 | 0.043
c1ccc(Cn2nnnc2CN2CCN(Cc3ccc4c(c3)OCO4)CC2)cc1 | 0.52
CCOc1ccc(NC(=O)C2CCCN(C(=O)NCc3ccccc3)C2)cc1 (stereo unspecified) | 0.78
O=C(Nc1ccccc1C(=O)NCCCn1ccnc1)c1ccc(Cl)cc1Cl | 1.5
O=C(CN1CCCCC1)N1c2ccccc2Sc2ccc(C(F)(F)F)cc21 | -2.5
O=C(CCNC(=O)Cn1ccc2ccccc2c1=O)NCCCN1CCN(c2ccccc2F)CC1 | 0.56
CC(=O)Nc1cc(-c2nn(CC(=O)N3CCCCC3)c(=O)c3ccccc23)ccc1N1CCOCC1 | 0.018
COc1cccc(C(=O)CN(C(=O)c2ccc(Cl)c(Cl)c2)N2C(=O)c3ccccc3C2=O)c1 | -2.9
CC(C)C(c1nnnn1Cc1ccccc1)N1CCc2ccccc2C1 (stereo unspecified) | -1.5
C=CCNC(=O)c1ccccc1NC(=O)c1ccc(Cl)c(S(=O)(=O)Nc2ccccc2)c1 | -2
Cc1ccnc2nc(C(=O)N3CCN(S(=O)(=O)c4ccccc4)CC3)nn12 | 0.072
O=C(CCCC(=O)OCC1CCCO1)OCC1CCCO1 (stereo unspecified) | -1.1
O=C(C1CCC1)N1CCc2cc(S(=O)(=O)Nc3ccc4c(c3)OCO4)ccc21 | 0.72
COc1ccc(CNC(=O)c2cc(-c3ccco3)on2)cc1 | -0.27
O=C(NCCN1CCN(c2ccccc2F)CC1)c1cccn2c(=O)c3ccccc3nc12 | -1.2
CC(C)c1ccccc1N1CC(C(=O)O)CC1=O (stereo unspecified) | -1
Fc1ccc(Cn2c(SCc3ccc(F)c(C(F)(F)F)c3)nnc2C(F)(F)F)cc1 | -3.2
COc1ccc(OC)c(S(=O)(=O)Nc2ccc(C(C)=O)cc2)c1 | 0.27
Cc1cc(C)c2c(c1)-c1c(ssc1=S)C(C)(C)N2C(=O)CSc1nncn1C | 0.44
O=C(CSc1ccc(Cl)cc1)Nc1ccc(NC(=O)c2ccco2)cc1 | 0.55
CCC(CC)c1nnc(NC(=O)COc2ccc3c(C)cc(=O)oc3c2)s1 | 0.055
C=COCCNC(=O)C1CC(=O)N(c2ccc(C)cc2)C1 (stereo unspecified) | -0.026
C=CCN1C(=O)C2(NNc3ccccc3O2)c2ccccc21 (stereo unspecified) | -1.1
O=C(CN1CCOCC1)Nc1ncc(Br)cc1Br | 0.16
CCCCOCCCNC1=NCCCCC1 | 0.88
O=C(NCCC1=CCCCC1)C1CCCN(S(=O)(=O)c2cccc3cccnc23)C1 (stereo unspecified) | 0.78
CCOC(=O)C(Cc1ccccc1)NC(=O)Cn1nnc(-c2ccccc2)n1 (stereo unspecified) | -2
COc1ccc(N=c2oc3cc(O)ccc3cc2C(=O)NCC2CCCO2)cc1 (stereo unspecified) | -1.8
CC1=CC(C)(C)N(C(=O)CSc2nnc(C)s2)c2ccc(C)cc21 | -0.19
COc1ccc(CNC(=O)[C@@H]2CC=C[C@@H]3CCN(C4CC4)C(=O)[C@@H]32)cc1 | 1.9
OC(CN1CCN(c2ccccn2)CC1)Cn1c2ccc(Cl)cc2c2cc(Cl)ccc21 (stereo unspecified) | -1.4
C=C1[C@@H](C)C2[C@H](Cc3ccccc3)NC(=O)[C@]23OC(=O)CC[C@H](O)CCC[C@H](C)C/C=C/[C@H]3[C@@H]1O (stereo partly specified) | -2.3
